Screens (PubChem)
GPR151 ag = activates the human receptor GPR151 | activation, % at 11.2 µM | Q8TDV0 | 1% of 650,000 active | PathHunter beta-arrestin GPR151 cells, luminescence; in the data active = activation above about 4.9%;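 note: 0% = median of compound wells and 100% = cells with positive control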
TEAD-YAP block = TEAD-YAP interaction inhibition; HEK-TIYL cells, TEAD-Gal4/YAP UAS-luciferase luminescence; inhibition, % at 9.12 µM; 1.4% of 640,000 active; AID 1259422; in the data active = inhibition above about 32%;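 note: 0% = median of test compound wells and 100% = reference inhibitor wells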
MITF inh = blocks human microphthalmia-associated transcription factor; O75030; AlphaScreen MITF homodimerization, bead proximity signal; inhibition, % at 2.6 µM; 0.91% of 650,000 active; in the data active = inhibition above about 50%;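 note: 0% = vehicle wells with protein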
FBW7 act = activators of human E3 ligase FBW7; AlphaScreen FBW7–phospho-cyclin E peptide binding, activator screen; normalized activity (activation), % at 26.1 µM; Q969H0; 0.13% of 650,000 active; in the data active = normalized activity above about 1.9%;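 note: purified mutant Fbw7 with reduced substrate affinity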
Target sequence (Q969H0 whole entry, looked up): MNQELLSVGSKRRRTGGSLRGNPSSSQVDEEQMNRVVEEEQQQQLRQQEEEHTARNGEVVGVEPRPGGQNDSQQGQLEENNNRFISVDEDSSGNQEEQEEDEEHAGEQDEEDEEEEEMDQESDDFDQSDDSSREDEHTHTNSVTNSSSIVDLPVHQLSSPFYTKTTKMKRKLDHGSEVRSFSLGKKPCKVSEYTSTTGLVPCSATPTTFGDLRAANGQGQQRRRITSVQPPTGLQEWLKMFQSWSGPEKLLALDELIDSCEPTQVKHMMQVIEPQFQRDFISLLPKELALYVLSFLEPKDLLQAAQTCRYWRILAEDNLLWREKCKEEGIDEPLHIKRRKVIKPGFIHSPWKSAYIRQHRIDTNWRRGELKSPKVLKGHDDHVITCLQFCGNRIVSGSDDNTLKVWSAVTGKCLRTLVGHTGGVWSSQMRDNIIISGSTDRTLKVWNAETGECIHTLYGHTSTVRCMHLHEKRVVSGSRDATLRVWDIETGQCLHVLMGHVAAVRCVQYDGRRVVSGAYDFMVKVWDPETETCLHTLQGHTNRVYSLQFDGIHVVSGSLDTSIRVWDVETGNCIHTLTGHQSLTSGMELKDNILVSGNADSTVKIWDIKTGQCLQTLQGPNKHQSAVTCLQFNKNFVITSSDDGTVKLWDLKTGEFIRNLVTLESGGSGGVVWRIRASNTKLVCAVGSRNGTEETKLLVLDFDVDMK
An asterisk follows results filed as active.

Screening CCCCN(C)C(=O)c1nc2ccccn2c1CN(C)Cc1ncc(C)[nH]1 returned GPR151 ag -1.3, TEAD-YAP block 6, MITF inh 4 and FBW7 act 0.4.
Screening CCOC(=O)c1cc2sccc2n1CC(=O)N1C(C)CCCC1C (stereo not given) returned GPR151 ag -0.7, TEAD-YAP block -13, MITF inh -2 and FBW7 act 0.8.
Screening Cc1cc(NC(=O)CCN2CCN(c3ccccc3)CC2)no1 returned GPR151 ag 0.0, TEAD-YAP block -4, MITF inh -10 and FBW7 act -0.1.
For CCOP(=O)(OCC)c1nc(-c2ccc(C)cc2)oc1N1CCOCC1 the results were GPR151 ag 2.3, TEAD-YAP block -1, MITF inh 9 and FBW7 act -0.1.
Screening CN1C(=O)C(C)(C)c2cc(S(=O)(=O)N3CCCCC3)ccc21 returned GPR151 ag -1.0, TEAD-YAP block 3, MITF inh 0 and FBW7 act 0.1.
`O=C(Cc1ccccc1)Nc1cnn(-c2cccc(C(=O)Nc3ccc(Cn4ccnc4)cc3)c2)c1` gave GPR151 ag -0.4, TEAD-YAP block 3, MITF inh -4 and FBW7 act 0.3.
For O=C1OC(c2ccc([N+](=O)[O-])cc2)=N/C1=C\c1ccc(Br)o1 the results were GPR151 ag -0.5, TEAD-YAP block 0, MITF inh 10 and FBW7 act -0.1.
`COc1ccc(-c2cc(C(=O)N/N=C/c3cc(OC)c(O)c(OC)c3)[nH]n2)cc1OC` gave GPR151 ag -0.8, TEAD-YAP block -26, MITF inh -2 and FBW7 act -0.1.
Screening COc1cccc(N2C(=O)C3ON(c4ccccc4)C(c4ccccc4O)C3C2=O)c1 (stereo not given) returned GPR151 ag -1.3, TEAD-YAP block 4, MITF inh 12 and FBW7 act 0.1.
`COc1cccc(N2C[C@@H]3C[C@@H](c4cc(OC)c(OC)cc4OC)N4CCC[C@@]34C2=O)c1` gave GPR151 ag 0.4, TEAD-YAP block -9, MITF inh -4 and FBW7 act -0.1.
`CC(C)(C)NCC(O)COCCOc1ccc(Cl)cc1` (stereo not given) gave GPR151 ag 1.5, TEAD-YAP block 3, MITF inh 5 and FBW7 act 0.2.
For O=c1c(NC2CCN(Cc3ccccc3)CC2)c(-c2ccc(Cl)cc2)c1=O the results were GPR151 ag 0.7, TEAD-YAP block 1, MITF inh 3 and FBW7 act -0.1.
`C[C@@H](OCc1ccccc1)[C@@H]1NC(=O)[C@H]2CN(Cc3cnn(-c4ccc(F)cc4)c3)CCN2C1=O` gave GPR151 ag -1.1, TEAD-YAP block -7, MITF inh 2 and FBW7 act 0.0.
Screening CC(=O)Nc1cccc(-c2ccc(NCCc3ccncc3)nc2)c1 returned GPR151 ag 0.1, TEAD-YAP block -57, MITF inh -3 and FBW7 act 0.0.
COc1c(O)ccc(C2NC(=O)NC(C)=C2C(=O)Nc2ccccc2C)c1[N+](=O)[O-] (stereo not given) was read as GPR151 ag 0.8, TEAD-YAP block 3, MITF inh -8 and FBW7 act -0.1.
Screening CC1CN(C(=O)c2ccccc2Cl)CCN1C(=O)c1ccccc1Cl (stereo not given) returned GPR151 ag 1.3, TEAD-YAP block 5, MITF inh 14 and FBW7 act 0.1.
CN(C)c1cccc(-c2cnn3c(NCc4ccc(F)cc4)ccnc23)c1 was read as GPR151 ag 3.3, TEAD-YAP block 31, MITF inh -6 and FBW7 act -0.6.
CCCCOC(=O)c1cc([N+](=O)[O-])cc2c1-c1ccc([N+](=O)[O-])cc1/C2=N/O was read as GPR151 ag 0.9, TEAD-YAP block -1, MITF inh 9 and FBW7 act -0.1.
COc1ccc(OC)c(/C=C2/N=C(c3ccc(C)c([N+](=O)[O-])c3)OC2=O)c1 was read as GPR151 ag 2.6, TEAD-YAP block -8, MITF inh 12 and FBW7 act 0.1.
Screening CCC(CC)c1nnc(NC(=O)Cc2ccccc2[N+](=O)[O-])s1 returned GPR151 ag -0.8, TEAD-YAP block 3, MITF inh 1 and FBW7 act 0.0.
CC(=O)Nc1ccc(Oc2cc(NC(=O)c3nn4c(C(F)(F)F)cc(-c5cccs5)nc4c3Cl)cc([N+](=O)[O-])c2)cc1 was read as GPR151 ag -0.8, TEAD-YAP block -5, MITF inh -1 and FBW7 act 0.0.
`CC(=O)Nc1ccc(S(=O)(=O)N(C)CC(=O)N/N=C/c2cccc(O)c2)cc1` gave GPR151 ag 2.4, TEAD-YAP block 5, MITF inh -1 and FBW7 act 0.0.
Screening Nc1ccc(Nc2ccc([N+](=O)[O-])cc2S(=O)(=O)O)cc1 returned GPR151 ag 0.1, TEAD-YAP block 1, MITF inh -3 and FBW7 act -0.1.
For NS(=O)(=O)c1ccc(CNC(=O)C23CC4CC(C2)CC(c2ccccc2)(C4)C3)cc1 the results were GPR151 ag 0.5, TEAD-YAP block -11, MITF inh 14 and FBW7 act 0.6.
O=c1[nH]c2nonc2nc1Nc1ccccc1F was read as GPR151 ag -1.7, TEAD-YAP block 73*, MITF inh 6 and FBW7 act -0.2.
`CS(=O)(=O)N(CC(=O)NCc1ccccn1)c1ccc(Cl)cc1Cl` gave GPR151 ag 3.5, TEAD-YAP block 1, MITF inh 10 and FBW7 act -0.1.
For COc1ccc(Cl)cc1S(=O)(=O)NCC1(c2cccs2)CCOCC1 the results were GPR151 ag -0.2, TEAD-YAP block -8, MITF inh -1 and FBW7 act 0.1.
`O=C1CSc2ccc(C(=O)NCc3ccc[n+]([O-])c3)cc2N1` gave GPR151 ag -0.7, TEAD-YAP block 0, MITF inh -2 and FBW7 act 0.2.
For CCOC(=O)C(NC(=O)c1cccc(F)c1)(C1C(=O)N(c2ccccc2)N=C1C)C(F)(F)F (stereo not given) the results were GPR151 ag 0.7, TEAD-YAP block 3, MITF inh 0 and FBW7 act -0.2.
COc1cccc(C2=CC(c3cccc(F)c3)n3c(nc4ccccc43)N2)c1 (stereo not given) was read as GPR151 ag -5.9, TEAD-YAP block -11, MITF inh 1 and FBW7 act 0.0.

Reprinted from the part before: 7 entries, followed by the next part.
For NS(=O)(=O)c1ccc(CNC(=O)C23CC4CC(C2)CC(c2ccccc2)(C4)C3)cc1 the results were GPR151 ag 0.5, TEAD-YAP block -11, MITF inh 14 and FBW7 act 0.6.
O=c1[nH]c2nonc2nc1Nc1ccccc1F was read as GPR151 ag -1.7, TEAD-YAP block 73*, MITF inh 6 and FBW7 act -0.2.
`CS(=O)(=O)N(CC(=O)NCc1ccccn1)c1ccc(Cl)cc1Cl` gave GPR151 ag 3.5, TEAD-YAP block 1, MITF inh 10 and FBW7 act -0.1.
For COc1ccc(Cl)cc1S(=O)(=O)NCC1(c2cccs2)CCOCC1 the results were GPR151 ag -0.2, TEAD-YAP block -8, MITF inh -1 and FBW7 act 0.1.
`O=C1CSc2ccc(C(=O)NCc3ccc[n+]([O-])c3)cc2N1` gave GPR151 ag -0.7, TEAD-YAP block 0, MITF inh -2 and FBW7 act 0.2.
For CCOC(=O)C(NC(=O)c1cccc(F)c1)(C1C(=O)N(c2ccccc2)N=C1C)C(F)(F)F (stereo not given) the results were GPR151 ag 0.7, TEAD-YAP block 3, MITF inh 0 and FBW7 act -0.2.
COc1cccc(C2=CC(c3cccc(F)c3)n3c(nc4ccccc43)N2)c1 (stereo not given) was read as GPR151 ag -5.9, TEAD-YAP block -11, MITF inh 1 and FBW7 act 0.0.
`CNC(=O)CN(c1cccc([N+](=O)[O-])c1)S(C)(=O)=O` gave GPR151 ag -0.8, TEAD-YAP block -17, MITF inh 1 and FBW7 act -0.2.
`O=C(CSC1=NCCS1)Nc1nnc(-c2ccccc2Cl)s1` gave GPR151 ag -1.2, TEAD-YAP block -16, MITF inh 5 and FBW7 act -0.1.
`CCOC(=O)c1c(CC(C)C)csc1NC(=O)c1ccc(-c2ccccc2)cc1` gave GPR151 ag 1.8, TEAD-YAP block 11, MITF inh 2 and FBW7 act 0.0.
CN(C)CCNc1cc(-c2ccc(F)cc2)nc(-c2cccnc2)n1 was read as GPR151 ag -1.6, TEAD-YAP block 9, MITF inh 6 and FBW7 act 0.2.
`Cc1ccc(F)cc1Nc1nc(-c2cc3ccccc3oc2=O)cs1` gave GPR151 ag -0.7, TEAD-YAP block -4, MITF inh 0 and FBW7 act -0.1.
For COc1ccc(-c2nc3ccccc3c(=O)o2)cc1[N+](=O)[O-] the results were GPR151 ag -3.8, TEAD-YAP block -2, MITF inh -7 and FBW7 act 0.0.
Screening CSCCC(NC(=O)c1ccc(C(C)(C)C)cc1)C(=O)OCC(=O)c1ccc[nH]1 (stereo not given) returned GPR151 ag 2.5, TEAD-YAP block -2, MITF inh 2 and FBW7 act 0.0.
Cc1cc(C)n(C(=O)c2cccc(S(=O)(=O)N3CCCCCC3)c2)n1 was read as GPR151 ag 0.9, TEAD-YAP block 8, MITF inh 1 and FBW7 act -0.1.
For COc1ccc(CCNC(=O)CSc2cn(Cc3ccc(F)cc3)c3ccccc23)cc1OC the results were GPR151 ag -0.4, TEAD-YAP block -15, MITF inh 7 and FBW7 act -0.3.
`CCOC(=O)N1CCC(N2C(=O)c3ccccc3C2Nc2cccc(F)c2)CC1` (stereo not given) gave GPR151 ag -0.9, TEAD-YAP block -3, MITF inh 2 and FBW7 act -0.1.
Screening COc1ccc(S(=O)(=O)Nc2cc(OC)c(Cl)cc2OC)cc1 returned GPR151 ag 1.4, TEAD-YAP block 64*, MITF inh 14 and FBW7 act 0.7.
O=C(CSc1nc2ccsc2c(=O)n1-c1ccccc1)NC1CCCCC1 was read as GPR151 ag 0.5, TEAD-YAP block 9, MITF inh 18 and FBW7 act 0.6.
COc1ccccc1C(=O)NCc1nnc(SCC(=O)N2CCc3ccccc32)n1-c1cccc(C)c1 was read as GPR151 ag -1.2, TEAD-YAP block 12, MITF inh 2 and FBW7 act 0.0.
For c1ccc(Cn2ncc3c(NC4CCCCC4)ncnc32)cc1 the results were GPR151 ag 3.8, TEAD-YAP block -7, MITF inh 9 and FBW7 act 0.5.
Screening CCOc1cccc(C2C3=C(CC(C)(C)CC3=O)NC3=C2C(=O)CC(C)(C)C3)c1 returned GPR151 ag 0.0, TEAD-YAP block 0, MITF inh 8 and FBW7 act 0.2.
For O=C(N/N=C/c1ccccc1OC(F)F)C1=COCCO1 the results were GPR151 ag 0.2, TEAD-YAP block -48, MITF inh 4 and FBW7 act -0.1.
O=C(O)CNC(=S)N(Cc1cccs1)C1CCCCC1 was read as GPR151 ag -0.1, TEAD-YAP block 13, MITF inh 9 and FBW7 act 0.5.
For CC(=O)c1ccc(-c2ccc(/C=c3\sc4nc(=O)c(C)nn4c3=O)o2)cc1 the results were GPR151 ag -0.1, TEAD-YAP block -2, MITF inh 7 and FBW7 act -0.1.
Screening O=C1CCCN1CCCNc1nc(Nc2cnccn2)nc2c1ncn2Cc1ccc(C(F)(F)F)cc1 returned GPR151 ag 1.0, TEAD-YAP block 12, MITF inh 14 and FBW7 act -0.1.
O=C(NCCCN1CCCC1=O)c1ccc2nc(Nc3ccc(-n4ccnc4)cc3)sc2c1 was read as GPR151 ag -3.3, TEAD-YAP block -24, MITF inh 21 and FBW7 act 0.0.
Screening O=C(Nc1ccccc1N1CCCC1)c1cc([N+](=O)[O-])ccc1N1CCOCC1 returned GPR151 ag -1.1, TEAD-YAP block -2, MITF inh -4 and FBW7 act 0.0.
`CC(=O)CSc1nnc(-c2cccc([N+](=O)[O-])c2)n1C` gave GPR151 ag 0.0, TEAD-YAP block 20, MITF inh -8 and FBW7 act 0.1.
For COc1nc(Nc2ccc(Oc3ccccc3)cc2)nc(-c2ccc(C(=O)N3CCN(C)CC3)cc2)n1 the results were GPR151 ag -0.9, TEAD-YAP block 4, MITF inh -8 and FBW7 act 0.1.
For CCn1c(SCc2ccccc2C)nnc1-c1c[nH]c2ccccc12 the results were GPR151 ag -1.2, TEAD-YAP block -3, MITF inh 2 and FBW7 act -0.1.
CN(C)c1ccc(CN2CCc3nnc(CCc4ccccc4)n3CC2)cc1 was read as GPR151 ag -0.8, TEAD-YAP block -15, MITF inh 18 and FBW7 act -0.2.
For CCOC(=O)c1[nH]c(C)c(C(=O)OC)c1C the results were GPR151 ag -0.9, TEAD-YAP block -28, MITF inh 10 and FBW7 act 1.0.
For COc1ccc(NS(=O)(=O)c2c(C)[nH]c(=O)[nH]c2=O)cc1Cl the results were GPR151 ag 1.4, TEAD-YAP block 4, MITF inh 2 and FBW7 act -0.2.
`CC(=O)N(/N=C1\Sc2ccccc2C1=O)c1ccccc1C` gave GPR151 ag -1.4, TEAD-YAP block -50, MITF inh 1 and FBW7 act -0.1.
For O=C(N/N=C/c1cccc([N+](=O)[O-])c1)c1cccc(NC(=O)c2ccc(F)cc2)c1 the results were GPR151 ag 1.7, TEAD-YAP block -2, MITF inh 7 and FBW7 act 0.1.
`Cc1cc(C(=O)N2CCC(c3nc4ccccc4s3)CC2)no1` gave GPR151 ag 1.6, TEAD-YAP block -2, MITF inh 0 and FBW7 act 0.8.
O=C(CCSCCC(=O)Nc1cccc(F)c1)Nc1cccc(F)c1 was read as GPR151 ag 0.7, TEAD-YAP block -5, MITF inh 16 and FBW7 act 0.3.
Screening CCS(=O)(=O)N1N=C(c2ccc(NS(C)(=O)=O)cc2)CC1c1ccccc1OC (stereo not given) returned GPR151 ag -0.4, TEAD-YAP block 3, MITF inh 18 and FBW7 act 0.2.
`C=CCn1c(SCC(=O)N2CCOCC2)nc2sc(C)c(C)c2c1=O` gave GPR151 ag 0.5, TEAD-YAP block 4, MITF inh 12 and FBW7 act -0.2.
